Assay outcomes (PubChem BioAssay)
GC-B act: human GC-B receptor activators, primary screen, HEK293 GC-B cells, cGMP TR-FRET, EC30 CNP; Atrial natriuretic peptide receptor 2 (Homo sapiens), P20594; 0% at EC30 CNP, 100% saturating CNP; activation, % at 10 µM; 370,000 tested, 0.11% active;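 active = activation at 10 µM reaching about 35% in either raw or pattern-adjusted values, limit read from the data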
ssDAF-12 act: S. stercoralis DAF-12 nuclear receptor activators, primary screen, cell-based, luminescence, HEK293, GRIP1 co-expression, lit1-tk-luc; 370,000 tested, 1% active; AID 652126, 2013; HEK293 ssDAF-12/GRIP1 lit1-tk-luc reporter; % of 3 µM dafachronic acid response; activation, % at 6.8 µM;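 active = activation above the mean over all tested compounds plus 3 SD, cut at about 0.9% in these data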;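 also: 0% = DMSO-only wells and 100% = 3 µM delta7-dafachronic acid wells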
proKLK7 act: proKLK7 zymogen activators, primary screen, biochemical, fluorescence intensity. Kallikrein-7 (Homo sapiens), P49862. purified proKLK7, EDANS-DABCYL substrate fluorescence; 100% is mature enzyme control, 0% vehicle. activation, % at 7 µM. 370,000 tested, 0.9% active. AID 652039, 2013;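 active = activation above the mean of all tested compounds plus 3 SD, computed per campaign excluding outliers beyond control limits, cut at about 13% in these data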
Target sequence (P49862 whole entry, looked up): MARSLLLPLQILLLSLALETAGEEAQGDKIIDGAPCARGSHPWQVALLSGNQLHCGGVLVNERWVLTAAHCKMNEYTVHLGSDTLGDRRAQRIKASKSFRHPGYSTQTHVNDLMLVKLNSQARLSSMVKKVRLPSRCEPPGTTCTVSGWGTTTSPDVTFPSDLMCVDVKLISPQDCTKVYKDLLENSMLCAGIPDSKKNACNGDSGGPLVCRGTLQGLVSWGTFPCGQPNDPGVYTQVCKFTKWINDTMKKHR
DAX1 inh-1: DAX1 (NR0B1) inhibitors, primary screen, cell-based, HEK293, Gal4-DAX1, luciferase luminescence; AID 504766, 2011; HEK293 Gal4-DAX1 luciferase reporter; inhibition, % at 6.75 µM; 340,000 tested, 0.99% active; Nuclear receptor subfamily 0 group B member 1 (Homo sapiens), P51843;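 active = inhibition above the mean over all tested compounds plus 3 SD, cut at about 4.2% in these data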;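 also: 0% = DAX1-transfected cells with DMSO and 100% = empty-vector control cells with DMSO; inhibition shows as a rise in luminescence from relieved DAX1 repression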
Target sequence (P51843 207-470 limits assumed): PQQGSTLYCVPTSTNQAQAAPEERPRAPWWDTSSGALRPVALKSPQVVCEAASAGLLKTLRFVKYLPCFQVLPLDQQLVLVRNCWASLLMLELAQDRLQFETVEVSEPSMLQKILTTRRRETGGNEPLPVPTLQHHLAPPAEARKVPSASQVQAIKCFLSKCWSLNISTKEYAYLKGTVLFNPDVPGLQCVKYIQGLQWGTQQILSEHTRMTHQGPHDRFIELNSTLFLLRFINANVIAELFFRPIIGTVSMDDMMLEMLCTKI
SMARCA2 activ: SMARCA2 (BRM) function activators, primary screen, cell-based, luminescence, high throughput | activation, % at 9.1 µM | 370,000 tested, 1% active | MG213 cells, MMTV-luciferase reporter, dexamethasone, overnight; in the data active = activation above about 7.8%;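 also: 0% = vehicle wells and 100% = reference activator wells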
NPR1 activator: GC-A stimulated cGMP production enhancers – HEK293 GC-A cells, cGMP TR-FRET, EC30 ANP, primary screen | Atrial natriuretic peptide receptor 1 (Homo sapiens), P16066 | 0% at EC30 ANP, 100% saturating ANP | activation, % at 10 µM | 370,000 tested, 0.14% active | AID 1671463, 2021; in the data active = activation above about 40%
hgDAF12 agonist: H. glycines DAF-12 receptor agonists, primary screen, cell-based, luminescence, HEK293, GAL4 fusion, UAS-luciferase; Nuclear hormone receptor DAF-12 (Heterodera glycines), GAL4 fusion; HEK293 GAL4-hgDAF12 UAS-luciferase reporter, agonist luminescence; normalized to butyrate control; activation, % at 6.8 µM; 370,000 tested, 1.8% active;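 active = activation above a cutoff set at the mean of all screened compounds plus 3 SD, cut at about 10% in these data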;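 also: 0% = DMSO wells and 100% = sodium butyrate wells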
FXN GAA850 act: FXN promoter activators, primary screen, cell-based, luciferase luminescence, HEK293 lucGAA850 | activation, % at 6 µM | HEK293 lucGAA850 FXN promoter luciferase reporter, 24 h; percent of 10 µM SAHA response | 360,000 tested, 0.56% active;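 active = activation above the average of all compounds screened plus 3 SD, cutoff fixed separately per campaign, cut at about 7.5% in these data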;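 also: 0% = DMSO wells and 100% = 10 µM SAHA wells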
DAX1 inh-2: DAX1 (NR0B1) inhibitors on StAR promoter, primary screen, cell-based, luminescence, SF-1 (NR5A1), full-length DAX-1; 370,000 tested, 1.1% active; AID 652010, 2013; inhibition, % at 6.8 µM; HEK293T StAR-luciferase reporter, SF-1/DAX-1 repression relief;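 active = inhibition above the mean over all tested compounds plus 3 SD, cut at about 3.6% in these data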;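 also: 0% = DAX-1 cells with DMSO and 100% = cells lacking DAX-1 with DMSO; higher inhibition means more luminescence from relief of DAX-1 repression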
sPLA2-III inh: human group III sPLA2 inhibitors, primary screen, biochemical, QFRET, BODIPY PC-A2 liposome substrate. Group 3 secretory phospholipase A2 (Homo sapiens), Q9NZ20. QFRET BODIPY PC-A2 liposome hydrolysis, fluorescence. inhibition, % at 12.2 µM. 370,000 tested, 0.56% active;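 active = inhibition above mean plus 3 SD of compounds lying within the high and low control bounds, cut at about 19% in these data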;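 also: 0% = median of test compound wells and 100% = no enzyme DMSO wells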
Target sequence (Q9NZ20 whole entry, looked up): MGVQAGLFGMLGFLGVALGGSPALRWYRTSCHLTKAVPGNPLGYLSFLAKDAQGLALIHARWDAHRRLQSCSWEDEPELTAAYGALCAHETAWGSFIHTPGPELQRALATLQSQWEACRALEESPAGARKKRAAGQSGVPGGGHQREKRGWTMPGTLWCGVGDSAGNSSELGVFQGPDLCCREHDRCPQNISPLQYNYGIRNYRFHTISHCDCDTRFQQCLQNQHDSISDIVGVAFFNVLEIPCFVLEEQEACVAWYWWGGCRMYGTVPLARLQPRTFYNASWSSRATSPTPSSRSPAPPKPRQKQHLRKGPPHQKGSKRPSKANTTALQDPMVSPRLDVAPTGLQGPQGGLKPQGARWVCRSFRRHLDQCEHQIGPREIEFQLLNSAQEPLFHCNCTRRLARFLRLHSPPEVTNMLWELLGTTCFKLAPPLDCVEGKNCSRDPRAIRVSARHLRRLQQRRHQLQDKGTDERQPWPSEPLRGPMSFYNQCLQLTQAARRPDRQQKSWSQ
hcDAF12 agonist: H. contortus DAF-12 nuclear receptor activators, primary screen, cell-based, luminescence, HEK293, lit1-tk-luc reporter; HEK293 hcDAF-12 lit1-tk-luc reporter; 0% DMSO, 100% Δ7-dafachronic acid; activation, % at 6.8 µM; 370,000 tested, 1.4% active; AID 652067, 2013;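 active = activation above the mean of all tested compounds plus 3 SD, cut at about 5.5% in these data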;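 also: 100% = response to 3 µM Δ7-dafachronic acid high control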
Starred values were filed as active, the others as inactive; . = no result given.

SMILES	GC-B act	ssDAF-12 act	proKLK7 act	DAX1 inh-1	SMARCA2 activ	NPR1 activator	hgDAF12 agonist	FXN GAA850 act	DAX1 inh-2	sPLA2-III inh	hcDAF12 agonist
Cc1cc(C(=O)N/N=C/c2c(C)nn(-c3ccccc3)c2C)c(C)o1	-4	-1.5	0.0	0.9	-3	-3	1.2	0.2	0.4	9	-2.5
N#Cc1cccc(N2[C@@H](Cc3cc4ccccc4n3Cc3ccccc3)COC[C@H]2Cc2ccc3ccccc3c2)c1	-2	-0.6	0.3	1.2	3	7	1.9	1.6	0.0	0	0.6
O=C(/C(=C/c1cccnc1)n1ccnc1)c1ccc(Cl)cc1Cl	-5	-1.3	-0.9	3.3	-4	-11	-1.8	-0.9	0.2	-39	0.0
CC(C)Cc1nc2ccccc2n1CCc1ccccc1	-1	-0.9	-0.1	0.0	-1	-6	-2.2	1.9	-0.5	2	1.5
OC(COc1ccc(F)cc1)CN1CCN(CC(O)COc2ccc(F)cc2)CC1 (stereo unspecified)	-3	-1.4	-0.5	-0.1	6	-4	0.1	0.5	0.8	2	0.6
O=C(NC(=S)Nc1cccc(C(F)(F)F)c1)c1csnn1	4	-2.1	-0.5	-0.7	-5	1	2.2	-0.4	0.0	10	-2.0
Cc1cc(C(=O)OCC(N)=O)c(C)n1-c1ccccc1	-2	-0.2	-0.1	-0.6	3	-5	5.1	6.5	0.9	3	3.0
CC1=C(C#N)c2nc(N)c(C#N)c(C)c2/C1=C\c1ccc(-c2ccccc2C(=O)O)o1	4	-1.5	2.4	-1.2	3	-3	1.8	0.2	1.0	-13	-1.4
Cc1c(C(=O)N2CCN(C(=O)c3ccco3)CC2)sc2nc(-c3ccc(F)cc3)cn12	1	-1.1	-0.3	-0.2	0	2	1.7	-2.5	0.2	-4	-2.9
CN(C)CCNC(=O)/C(=C/c1ccc(-c2ccc(Cl)cc2)o1)NC(=O)c1ccccc1	-6	-1.6	-0.3	0.7	8	-2	-5.2	3.1	0.5	3	-2.4
COc1cc(/C=N/OCC(=O)NC2CCCCC2)ccc1OCc1ccccc1	0	-0.6	-0.3	0.5	3	2	3.6	2.7	0.2	-8	-1.4
CCN(CC)c1ccc(CNc2nc3ccccc3n2C)cc1	-4	-1.1	0.8	-0.8	-2	-9	-3.6	4.2	-0.7	13	3.6
CCCCCCN1CCN(C2CN(Cc3cn(CCCC(=O)OC)nn3)S(=O)(=O)C2)CC1 (stereo unspecified)	9	-1.0	-0.6	.	4	1	-2.2	.	0.4	21*	-1.0
CSc1ccc(NC(N)=S)cc1	4	-1.7	0.9	-0.6	-1	4	8.9	0.3	-0.7	4	-2.8
CCOC(=O)c1ccc(NC(=S)NNC(=O)C2(C)CC2(Cl)Cl)cc1 (stereo unspecified)	6	-0.1	-0.2	0.3	1	0	4.5	3.5	-0.2	-15	-1.2
COC(=O)c1ccc(N2NC(=O)/C(=C/c3cc(OC)c(O)c(OC)c3)C2=O)cc1	-3	-0.9	0.4	-1.0	-2	-1	-1.4	-4.1	0.3	-7	-2.2
O=C1NC(=S)S/C1=C\c1cc2ccccc2nc1N1CCCCC1	-7	-1.2	0.6	-1.6	-2	0	0.0	-0.3	0.5	-11	-2.5
CC1=C(C(=O)OCc2ccccc2)C(c2cccs2)N2C(=O)CCSC2=N1 (stereo unspecified)	-2	-1.4	-0.4	1.5	-4	-4	-0.2	0.6	0.7	-1	-1.8
COC(=O)c1ccc(Nc2nc(N3CCOCC3)nc(N3CCOCC3)n2)cc1	-2	-1.5	-0.1	0.1	-1	0	1.9	1.3	-1.4	3	-1.9
COc1cc([N+](=O)[O-])c2ncsc2c1	0	-0.6	-0.3	1.8	-1	1	-1.4	1.1	-0.1	1	-2.9
C[C@@H]1[C@H](c2ccccc2)OC(O)([C@H](Cc2ccccc2)NC(=O)OC(C)(C)C)CN1C (stereo partly specified)	-6	-1.6	.	.	.	-3	2.6	.	.	-5	-1.3
COc1ccc(/C=C(\NC(=O)c2cccs2)C(=O)Nc2ccc(C)cc2)cc1OC	5	-0.6	-1.5	0.9	0	0	-0.3	-2.9	-0.1	-7	-2.0
O=C(N1CCCCCC1)N1CCN(S(=O)(=O)c2cccc([N+](=O)[O-])c2)CC1	-3	-0.9	-0.5	0.3	0	1	0.0	0.3	-1.9	4	2.6
O=C(Nc1nc(OCC(F)(F)F)cnc1/C=C\c1ccccc1)c1ccccc1	-2	-1.3	-0.9	.	-2	-1	-1.3	-2.0	-0.2	3	0.1
COC(=O)c1cc2sccc2n1CC(=O)Nc1cccc(SC)c1	-2	-0.8	-0.3	-0.1	-1	-3	-0.3	-2.0	-0.6	-19	-1.1

Next part
SMILES	GC-B act	ssDAF-12 act	proKLK7 act	DAX1 inh-1	SMARCA2 activ	NPR1 activator	hgDAF12 agonist	FXN GAA850 act	DAX1 inh-2	sPLA2-III inh	hcDAF12 agonist
COC(=O)c1sccc1NC(=S)N1CCC(C)CC1	1	-0.4	-0.2	1.1	0	0	1.9	3.5	0.7	-5	0.9
CCC(C)n1cnc2c(c1=O)c1nc3ccccc3nc1n2Cc1ccc(OC)cc1 (stereo unspecified)	54*	-1.0	-0.4	0.1	-2	53*	-2.9	0.4	-0.4	1	-1.6
CN1CCN(c2ccccc2NC(=O)c2cccc([N+](=O)[O-])c2)CC1	4	-0.3	0.2	-0.6	0	1	0.8	2.2	-0.4	-1	0.8
O=C(Nc1ccc2c(c1)OCCO2)C(c1ccnc2ccccc12)N1CCN(c2ccc(C(F)(F)F)cn2)CC1 (stereo unspecified)	1	-2.4	-0.9	.	-7	-1	-15	.	-6.3	4	-5.3
COCCCNC(=O)C[C@@H]1C(=O)N2CCCC3=C2[C@@]1(C(=O)OC)CCCC3	-2	0.4	-0.1	.	0	2	0.8	.	1.1	1	0.6
Cc1cc(N2CCC(C)CC2)n2nc(C)c(-c3ccccc3)c2n1	-3	-1.2	-0.9	-0.8	3	-2	1.5	-2.2	0.5	6	0.3
COC(=O)c1ccc(N2CCN(S(=O)(=O)c3ccc4ccccc4c3)CC2)c([N+](=O)[O-])c1	-11	-2.0	-0.2	-2.4	-4	-17	-4.0	0.0	-1.9	-9	-3.2
CC(C)(C)c1ccc(NC(=O)c2c(F)cccc2Cl)cc1	3	-1.1	0.0	-0.9	1	1	2.1	-0.7	0.6	-1	2.0
Cc1ccc(OCCn2cc(/C(N)=N/O)c3ccccc32)cc1C	-2	-1.9	0.5	-1.1	-1	2	-0.9	-0.4	-1.1	-33	0.3
O=C(CN1CCN(c2nc(-c3ccccc3)cs2)CC1)NNC(=O)c1ccc(Br)cc1	3	-1.1	-0.2	-0.1	-1	2	-0.7	-1.0	0.5	0	0.4
O=C(c1cc(COc2cccc(C(F)(F)F)c2)on1)N1CCC(c2ccccc2)CC1	0	-1.4	0.6	-0.7	-2	-3	-0.4	1.6	1.8	-16	-1.8
CSc1ccc(CCNC(=O)CCc2nnc3ccc(N4CCCCC4)nn23)cc1	-9	-1.9	0.3	1.1	-4	5	-2.1	0.2	-0.1	4	-3.0
COC(=O)C(NC(=O)c1ccccc1)c1ccccc1 (stereo unspecified)	-10	-0.8	-0.1	1.2	0	-1	-0.4	-1.2	-0.8	3	-0.9
Cc1cc(C)c2oc(-c3cccc(NC(=O)c4ccc(F)cc4)c3)nc2c1	-15	-1.0	-0.5	1.9	2	0	0.3	-0.8	0.3	8	-0.9
Cc1ccc(-c2nc3ccc(C)cn3c2Cc2cccc(F)c2)cc1	35	0.0	-2.0	.	6	24	15*	.	3.6*	-1	3.5
O=C(OCC(=O)N(C1CCCCC1)C1CCCCC1)c1ccc(O)cc1	-4	-0.8	0.1	1.6	-2	-12	-0.1	-0.8	0.1	-8	1.0
Cc1nc2ccc(C(=O)N3CCN(c4ccccn4)CC3)cc2s1	-2	-0.9	0.8	1.1	-3	2	-1.9	1.3	0.1	-3	-1.8
O=S(=O)(NC1=NCCCCC1)c1ccc(F)cc1F	3	-1.2	0.1	-0.7	-2	0	-3.8	0.6	0.4	10	0.1
COc1cc(-c2coc3c(C(=O)NC4CCCCC4)cccc23)ccc1O	4	-2.0	-0.4	.	-8	2	-1.0	-2.8	-2.5	-9	-2.2
CC1CC(C)CN(C(=O)C2CCN(S(=O)(=O)c3ccc4c(c3)CC(C)N4C(=O)C3CC3)CC2)C1 (stereo unspecified)	-2	-1.2	0.5	0.6	-3	0	-1.0	0.8	-0.2	-20	-2.7
O=C1CSC(c2ccccc2)N1c1ccc(F)cc1F (stereo unspecified)	-4	-1.4	-0.3	0.4	0	0	0.7	1.8	0.2	3	-0.9
Cc1cc(C)n2nc(-c3ccc(Br)cc3)cc2n1	-4	1.5*	-0.4	4.7*	2	2	11*	6.1	1.6	-2	14*
COc1cc(C=O)ccc1OCCOCCOc1ccccc1Cl	3	-0.6	0.2	-0.8	1	0	1.0	0.9	-1.4	-8	-0.7
Cc1ccc(C)c(Nc2ncnc3nc[nH]c23)c1	-1	-1.3	-0.2	-0.4	4	4	1.4	1.0	-0.6	-1	0.0
COC(=O)c1c(NC(=O)C(=O)N2CCOCC2)sc2c1CCC2	-3	-1.2	0.3	-0.7	-2	-2	-0.7	0.0	-0.3	5	0.0
Cc1onc(-c2ccccc2)c1-c1csc(N/N=C/c2ccccc2Cl)n1	9	-1.8	-14	0.1	-6	2	-0.3	-1.0	-0.4	13	-0.4
CCOC(=O)C1=C(C)OC(=Cc2ccc(OC)cc2)C1=O	-4	-0.7	5.9	0.2	0	2	8.8	0.9	3.2	-25	0.5
CCCCCn1c(N)c(-c2nc3ccccc3o2)c2c([N+](=O)[O-])nn(CC)c(=O)c21	3	-0.2	0.1	-0.8	-1	5	1.8	1.4	0.4	1	-0.7
Cc1nc(NCCOc2ccccc2)sc1C(=O)Nc1ccccc1	-6	-0.2	0.1	-0.8	2	-8	5.3	1.4	0.0	6	3.6
COc1ccc(Cl)cc1N1C(=O)c2cccnc2C1=O	3	-1.1	0.5	0.2	-2	4	-0.6	-0.2	-0.1	5	-0.3
